Compound activity: PubChem, NCI
NCI-60 one-dose screen, 48 h, at 10 µM unless noted. Numbers give growth in % (100 = growth as untreated, 0 = no growth, -100 = all killed).
NCI-H460 – NCI-H460 lung cancer; actives 6.8% (n = 82,000); AID 1794736
NCI-H522 – NCI-H522 lung cancer. actives 8% (n = 78,000). AID 1794739
RXF 393 – RXF 393 renal cancer cells | AID 1794773 | actives 6.9% (n = 77,000)
ACHN – ACHN renal cancer | actives 4.9% (n = 81,000) | AID 1794771
NCI-H23 – NCI-H23 lung cancer. actives 4% (n = 80,000). AID 1794731
NCI/ADR-RES – NCI/ADR-RES ovarian cells; AID 1794790; actives 4.4% (n = 81,000)
CAKI-1 – CAKI-1 renal cancer; actives 4.7% (n = 75,000)
A498 – A498 renal cancer cells; actives 5.4% (n = 76,000); AID 1794774
NCI-H226 – NCI-H226 lung cancer; actives 3.5% (n = 79,000); AID 1794732
Starred values were filed as active, the others as inactive; · = no result given; ! = not active in a repeat. Rule for the calls: active = growth percent below 10; inactive = the rest.

SMILES | NCI-H460 | NCI-H522 | RXF 393 | ACHN | NCI-H23 | NCI/ADR-RES | CAKI-1 | A498 | NCI-H226
CSc1nc2nc3c(nc2c(=O)n1C)C(=O)CCC3 | 101 | · | 114 | 100 | 111 | 113 | 84 | 101 | 107
CC(CNc1nc(Nc2ccc(Cl)c(Cl)c2)nc(C(Cl)(Cl)Cl)n1)N(C)C (stereo not given) | -63* | -87* | -24* | 6.8* | 14 | -24* | -19* | 23 | 41
CCCCCn1c(=N)n(CC(O)COc2cccc(C)c2)c2ccccc21 (stereo not given) | 0.4* | · | 16 | 11 | 7.8* | 3.8* | 7.1* | -3.8* | ·
CCOC(=O)N1c2ccccc2C=CC1C#N (stereo not given) | 106 | 87 | 107 | 113 | 110 | 104 | 94 | 96 | 98
COc1cc2oc(-c3cccc(NC(=O)[C@H](C)NC(=O)[C@@H](N)C(C)C)c3)cc(=O)c2c(OC)c1OC | 111 | 96 | 127 | 93 | 111 | 105 | 74 | 155 | 107
CN1CCC(=C2c3ccccc3CCc3cccnc32)CC1 | 110 | · | 110 | 103 | 106 | 106 | 94 | 117 | 105
COc1cc2c(c(OC)c1OC)CCC(c1cccc(C(=O)Nc3ccc(Br)cc3)c1)O2 (stereo not given) | 84 | 49 | 75 | 68 | 76 | 64 | 74 | -3.2* | 63
CC(=O)N1C(=S)NC(=O)C1Cn1cnc2ccccc21 (stereo not given) | 105 | 90 | 105 | 98 | 95 | 103 | 90 | 80 | 97
CNc1cc(S(=O)(=O)O)ccc1C | 100 | 85 | 110 | 113 | 103 | 104 | 109 | 100 | 97
Cc1cc(Cl)c(C)c(C)c1O | 111 | 95 | 115 | 110 | 114 | 107 | 100 | 106 | ·
N#C/C(=C\C=C\c1ccc(-c2ccc(Cl)cc2Cl)o1)c1nc2ccccc2s1 | 105 | 86 | 83 | 98 | 92 | 103 | 84 | 114 | 96
Cc1n[nH]c(C)c1Cc1ccc(Cc2c(C)n[nH]c2C)cc1 | 105 | 92 | 106 | 98 | 91 | 100 | 96 | · | 102
CCOC(=O)C1=C(C)N(C(=N)/N=C/c2ccccc2)C(=S)NC1c1ccccc1 (stereo not given) | 104 | 93 | 117 | 104 | 103 | 105 | 96 | · | 103
COC(=O)[C@]1(C)CCC[C@]2(C)[C@H]3C[C@H]4[C@H]5[C@@H]6C/C(=C\c7cccc(OC)c7OC)C(=O)[C@H]5[C@@]3(CC[C@H]21)C[C@@]4(C(C)C)O6 | 98 | 76 | 71 | 80 | 74 | 76 | 44 | 91 | 76
COc1cc(C(=O)c2cc(C)c3[nH]c4ccc(Cl)cc4c3c2C)cc(OC)c1OC | 5.0* | 35 | 37 | 24 | 14 | 0.9* | 21 | -9.4* | 55

2 entries from above in a different format:
The line under a structure holds: NCI-H460	NCI-H522	RXF 393	ACHN	NCI-H23	NCI/ADR-RES	CAKI-1	A498	NCI-H226
> COC(=O)[C@]1(C)CCC[C@]2(C)[C@H]3C[C@H]4[C@H]5[C@@H]6C/C(=C\c7cccc(OC)c7OC)C(=O)[C@H]5[C@@]3(CC[C@H]21)C[C@@]4(C(C)C)O6
    98	76	71	80	74	76	44	91	76
> CC(=O)N1C(=S)NC(=O)C1Cn1cnc2ccccc21 (stereo not given)
    105	90	105	98	95	103	90	80	97

Additional records:
SMILES | NCI-H460 | NCI-H522 | RXF 393 | ACHN | NCI-H23 | NCI/ADR-RES | CAKI-1 | A498 | NCI-H226
CC1=CC(c2ccc(C)cc2)N2N=C(C)SC2=N1 (stereo not given) | 108 | 83 | 108 | 107 | 100 | 102 | 99 | 98 | 105
CC(=O)Oc1ccc(Cc2ccccc2)cc1 | 109 | 94 | 100 | 105 | 179 | 240 | 111 | 78 | 101
C=CCc1cc(F)cc2c(OC(C)=O)c(C(C)=O)c(-c3ccccc3)nc12 | 110 | 100 | 124 | 112 | 107 | 118 | 98 | 102 | 115
Nc1nc(SCc2ccccc2)c2ncn(CCO)c2n1 | 104 | · | 112 | 119 | 101 | 104 | 97 | 89 | 103
c1cnc2cc3sc4ccccc4c3nc2c1 | 93 | 91 | 106 | 97 | 99 | 101 | 76 | · | 84
O=C(N=C1C(=O)C2(CCCCC2)C2(N=C(c3ccccc3)OC2=O)C12CCCCC2)c1ccccc1 (stereo not given) | 69 | 38 | 70 | 80 | 67 | 77 | 71 | 98 | 70
C/C(=C(/O)c1ccc(Cl)cc1)c1nc2ccc(Cl)cc2[nH]c1=O | 92 | 73 | 68 | 85 | 70 | 73 | 70 | 144 | 69
CC1(c2ccccc2O)NN=C(N)N1C(Cc1c[nH]c2ccccc12)C(=O)O (stereo not given) | 98 | 86 | 101 | 100 | 94 | 102 | · | 96 | 94
CC(=O)OCC(=O)C1(O)CCC2C3CC(C)C4=CC(=O)C=CC4(C)C3=CCC21C (stereo not given) | 106 | · | 116 | 93 | 102 | 100 | 78 | 78 | 99
COc1ccc(C2=NN(c3ccc(Cl)cc3)C(c3c(C)nn(-c4ccccc4)c3Cl)C2)cc1 (stereo not given) | 107 | 98 | 104 | 107 | 89 | 102 | 95 | 113 | 100
CC1(C)CCc2cc(-c3ccn(S(=O)(=O)c4ccc(Cl)cc4Cl)n3)ccc2O1 | 96 | 60 | · | 103 | 98 | 96 | 84 | 69 | 87
Cc1cccc(-c2nc(Nc3cccc(C(=O)O)c3)c3ccccc3n2)c1 | 90 | 103 | · | 92 | 103 | 90 | 95 | 99 | 81
CCOC(=O)/C(=C/c1ccccc1)N(CC)CC | 109 | 106 | 98 | 110 | 97 | 98 | 98 | 84 | 101
N#Cc1c(-c2ccccc2)cc(-c2ccccc2)n(CCCCCCC(=O)Nc2ccccc2N)c1=O | 102 | 94 | 113 | 106 | 91 | 110 | 90 | 71 | 96
O=C(O)C1(C(=O)O)CCC2(CCCCC2)CC1 | 109 | 85 | 102 | 101 | 107 | 109 | 96 | 100 | ·
CCOC(=O)Cn1c(COc2cccc3ccccc23)nc2ccccc21 | 97 | 47 | 81 | 72 | 80 | 73 | 76 | 71 | 77
CN1CCN(c2ccc(Nc3nc(NCCNS(=O)(=O)c4ccc(Br)cc4)c4sccc4n3)cc2)CC1 | 103 | 111 | 54 | 98 | 98 | 107 | 74 | 99 | 102
CCCCCCCCc1ccccc1 | 106 | 86 | 107 | 103 | 92 | 103 | 90 | 94 | 97
CNC1=C([N+](=O)[O-])C(c2cc3ccc(Cl)cc3nc2Cl)C(C#N)=C(c2cccs2)O1 (stereo not given) | 88 | 70 | 99 | 88 | 89 | 96 | 74 | 88 | 73
CCCCCCCCn1ccc2cc(NC(=O)CN3CCN(c4nc(C)cc(N5CCCCC5)n4)CC3)ccc21 | 94 | 77 | 87 | 92 | 86 | 86 | 87 | 104 | 86
c1csc([C@H](CC2CCCCC2)c2ccc3ccccc3c2)c1 | 114 | 100 | · | 109 | 96 | 103 | · | 117 | 96
CC1(O)CCC2CC3OC3(C)CCC3OC3(C)C(O)CC1C2(C)C (stereo not given) | 120 | 98 | · | 101 | 96 | 112 | 99 | · | 115
COc1ccc(C(=O)/C=C/c2cn(-c3ccc(C)cc3)nc2-c2ccc(S(C)(=O)=O)cc2)cc1 | 82 | 76 | 117 | 96 | 85 | 74 | 88 | 105 | 98
Cc1ccsc1[C@@H]1C[C@@H]2Cc3cc(Cl)ccc3N1O2 | 107 | 83 | 113 | 101 | 90 | 100 | 89 | 79 | ·
Brc1cnc(OCc2ccccc2)nc1OCc1ccccc1 | 108 | 96 | 116 | 105 | 107 | 108 | 100 | 138 | 116
Cc1cc(N=C2C=CC(=[N+](C)C)C=C2)c(N)cc1N | 102 | 78 | 96 | 91 | 78 | 80 | 93 | 76 | 98
O=C1CC(c2nc3ccccc3s2)CN1C1CCCCC1 (stereo not given) | 105 | 93 | 107 | 98 | 90 | 89 | 89 | 73 | 95
Cc1cc(C)c(S(N)(=O)=O)c(N)c1 | 111 | 74 | 116 | 91 | 102 | 101 | 93 | 88 | 103
C=C1CCC2C3(C)COC(c4cccc(Cl)c4)OC3CCC2(C)C1/C=C/C1=CCOC1=O (stereo not given) | 36 | 58 | 81 | 71 | 38 | 44 | 71 | 65 | 61
COc1ccc(/C(C#N)=C2C=C/C(=N\O)C(C)=C/2Cl)cc1 | 109 | 85 | 108 | 101 | 103 | 107 | 103 | 124 | 109
COc1ccc(OC)c(NCc2nnc(-c3ccc(OC)c(OC)c3)o2)c1 | 105 | 88 | 99 | 98 | 92 | 97 | · | 101 | 88
C[N+](C)(Cc1ccccc1Cl)Cc1ccccc1Cl | 107 | 79 | 121 | 107 | 88 | 96 | 97 | 88 | 98
CCS(=O)(=O)N1CCCC(C(=O)Nc2nc3ccc(NC(=O)c4ccc(F)c(OC)c4F)cc3s2)C1 (stereo not given) | 63 | 52 | 27 | 63 | 48 | 52 | 58 | 88 | 48
c1ccc(N2CCN(c3nc(-c4ccncc4)nc4sc5c(c34)CCCCCC5)CC2)cc1 | 106 | · | 99 | 93 | 99 | 105 | 91 | 95 | ·
O=[N+]([O-])c1cccc(-c2nc3sccn3c2-c2ccnc(NCCNS(=O)(=O)c3cccc(F)c3)n2)c1 | 89 | 81 | 84 | 71 | 90 | 83 | 74 | 86 | 88
Cc1ccc(C(=O)O)c(C(=O)O)c1 | 114 | 103 | 120 | 111 | 107 | 114 | 108 | 110 | 112
CCCCCCCCCNc1ccc(C(=O)O)cc1 | 116 | 62 | 109 | 106 | 111 | 94 | 98 | 126 | 102
COc1ccc(NC(=O)Nc2ccc(OCC(=O)c3ccc(Cl)cc3)cc2)cc1 | 102 | 89 | 110 | 96 | · | 103 | 98 | 94 | 85
CCOC(=O)CC1CSC(N/N=C/c2ccc(-n3cccn3)cc2)=N1 (stereo not given) | 107 | 99 | 105 | 109 | 101 | 101 | 102 | 98 | 95
O=C(CNc1cccnc1)Nc1ccc(C(=O)/C=C/c2ccc(Cl)cc2)cc1 | 94 | 89 | 99 | 101 | 92 | 98 | · | 87 | 86
COc1cc(NC(C)CN(CC(C)C)CC(C)C)c2ncccc2c1Cl (stereo not given) | 105 | 77 | · | 91 | 88 | 97 | 94 | 97 | 91
CCCN(CCC)CC(=O)NC1c2ccccc2Oc2ccccc21 | 105 | 66 | 118 | 92 | 88 | 86 | 83 | 113 | 104
Cc1ccc(S(=O)(=O)CCc2cc[n+](C)cc2)cc1 | 100 | 83 | 106 | 99 | 105 | 101 | 102 | 99 | 104
COc1cc2c(Nc3ccc(Cl)c(Cl)c3F)ncnc2cc1OCC1C[C@@H]2CN(C)C[C@@H]2C1 (stereo not given in full) | -79*! | -37* | -65* | 8.5* | -82*! | -56*! | -2.7* | -82* | -65*!
O=C(/C=C/c1ccc(Cl)cc1)c1ccc(NC(=O)c2cc3cc4ccccc4nc3s2)cc1 | 102 | 96 | 114 | 101 | 92 | 98 | 91 | 86 | 93
ClC1(Cl)CC1c1ccccc1 (stereo not given) | 107 | · | 112 | 100 | 104 | 106 | 98 | 84 | 106
NC(=NCCCOc1ccc(F)cc1)Nc1ccc(Cl)cc1 | 84 | 76 | 74 | 18 | 46 | 77 | 39 | · | 66
CCOC(=O)N1CCCCCC1 | 105 | 92 | 111 | 105 | 101 | 102 | 116 | 106 | 98
Cc1c(C(C)N)nnn1-c1ccccc1 (stereo not given) | 106 | 79 | 113 | 103 | 91 | 102 | 97 | 102 | 111
CCCCCCCCCCCCCCCCN(CC)CC | 1.9* | -82* | -86* | -57* | -93* | -71* | -82* | 107 | -66*
CC(=O)OC1NC(=O)NC(=O)C1(Br)Br (stereo not given) | 112 | 85 | 114 | 104 | 105 | 101 | 93 | 113 | 105
CC(=O)Nc1nc(NC(C)=O)nc(-c2ccccc2)n1 | 107 | 115 | 113 | 96 | 96 | 102 | 102 | 93 | 103
CNC(=O)Nc1ccn([C@@H]2O[C@H](CO)C(O[Si](C)(C)C(C)(C)C)[C@@H]2O[Si](C)(C)C(C)(C)C)c(=O)n1 (stereo not given in full) | 79 | 71 | 94 | 80 | 60 | 88 | 63 | 60 | 69
O=C(CC(O)c1coc(-c2ccc(Cl)cc2)n1)c1ccc(Br)cc1 (stereo not given) | 112 | 95 | 110 | 100 | 95 | 105 | 100 | 116 | 103
O=S(=O)(Nc1nc2cc(F)ccc2n2cccc12)c1ccccc1 | 99 | 90 | 105 | 96 | 98 | 105 | 84 | 97 | 72
C/C(=N\O)C(=O)NCCCCCCCC(=O)Nc1ccccc1 | 116 | 91 | 122 | 110 | 102 | 102 | 92 | 74 | 108
C=C1CC[C@@H]2[C@@](C)(CCC[C@]2(C)C(=O)O)[C@@H]1CC[C@H](CO)CCO | 113 | 86 | 118 | 106 | 102 | 104 | 101 | 107 | ·
CC1CCCCc2nc3c(c(=O)n21)CCCC3 (stereo not given) | 102 | 100 | 109 | 110 | 101 | 110 | 102 | 103 | 101
COc1ccc(C(Cc2ccccc2)NC(C)(C)CNC(C)C)cc1 (stereo not given) | 106 | 83 | 108 | 104 | 99 | 96 | 98 | 73 | 98

3 entries from above, with each value named:
Molecule: CCOC(=O)N1CCCCCC1
- NCI-H460 = 105
- NCI-H522 = 92
- RXF 393 = 111
- ACHN = 105
- NCI-H23 = 101
- NCI/ADR-RES = 102
- CAKI-1 = 116
- A498 = 106
- NCI-H226 = 98

Molecule: CC(=O)Nc1nc(NC(C)=O)nc(-c2ccccc2)n1
- NCI-H460 = 107
- NCI-H522 = 115
- RXF 393 = 113
- ACHN = 96
- NCI-H23 = 96
- NCI/ADR-RES = 102
- CAKI-1 = 102
- A498 = 93
- NCI-H226 = 103

Molecule: O=S(=O)(Nc1nc2cc(F)ccc2n2cccc12)c1ccccc1
- NCI-H460 = 99
- NCI-H522 = 90
- RXF 393 = 105
- ACHN = 96
- NCI-H23 = 98
- NCI/ADR-RES = 105
- CAKI-1 = 84
- A498 = 97
- NCI-H226 = 72
